HEK293 cAMP ctrl = counter-screen for TSHR agonists: cAMP increase in parental HEK293; AID 938; Potency, µM (series often up to 57.1 µM), inactives show at the highest dose activation, actives largely listed as activators; actives 2.5% (n = 73,000); parental HEK293 CNG cAMP sensor, membrane potential fluorescence; note: potency is the fitted concentration of half-maximal effect; % of control where 0% means no effect; nearly all actives have a fitted effect of over 55% in size
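Parental HEK 293 cells stably expressing a modified CNG channel (no TSHR) report cAMP rise as membrane depolarization. Membrane potential dye with 100 uM RO 20-1724 was loaded for 60 min at room temperature, then compound added for 30 min; fluorescence read at 590 nm.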
Casp1 inh = blocks human caspase-1 allosterically or competitively. Caspase-1 enzyme, Ac-WEHD-AFC fluorogenic rate. Potency, µM (highest dose often 57.5 µM), inactives show top-dose activity change, negative = inhibition, most hits filed as inhibitors. actives 0.03% (n = 75,000). P29466. AID 900;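 note: potency is the fitted concentration of half-maximal effect; plate controls were vehicle for no effect and no substrate for full effect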
Target sequence (P29466 120-297 limits assumed): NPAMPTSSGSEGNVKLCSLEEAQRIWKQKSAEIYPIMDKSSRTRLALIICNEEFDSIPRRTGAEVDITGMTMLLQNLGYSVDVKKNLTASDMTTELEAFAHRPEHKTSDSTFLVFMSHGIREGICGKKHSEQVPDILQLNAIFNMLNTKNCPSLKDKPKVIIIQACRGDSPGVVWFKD
Target sequence (P29466 317-404 limits assumed): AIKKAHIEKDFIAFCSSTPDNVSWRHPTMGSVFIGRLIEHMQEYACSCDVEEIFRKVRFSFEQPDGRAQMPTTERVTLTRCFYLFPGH
Caspase-7 inhib = caspase-7 (human) inhibition, allosteric or competitive; P55210; recombinant caspase-7, Ac-DEVD-AFC fluorescence rate; Potency, µM (doses to about 57.5 µM), for the others: at the top dose activity change, negative = inhibition, actives largely listed as inhibitors; actives 0.02% (n = 75,000); active = well fitted inhibition curve with a large enough effect in the main read-out, with a control signal flat, not every such curve was filed as active; inconclusive = small, poorly fitted or top-dose-only effect, or a change in a side signal; note: potency is the fitted concentration of half-maximal effect; % of control where 0% means no effect
Target sequence (P55210 24-198 limits assumed): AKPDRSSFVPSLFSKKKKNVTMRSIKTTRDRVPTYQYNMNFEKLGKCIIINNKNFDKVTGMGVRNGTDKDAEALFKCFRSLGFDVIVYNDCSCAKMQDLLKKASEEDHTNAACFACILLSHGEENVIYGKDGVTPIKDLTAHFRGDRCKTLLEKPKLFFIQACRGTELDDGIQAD
Target sequence (P55210 207-303 limits assumed): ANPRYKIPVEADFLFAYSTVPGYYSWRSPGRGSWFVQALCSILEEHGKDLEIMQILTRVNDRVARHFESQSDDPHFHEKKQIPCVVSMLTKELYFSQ
Luciferase inh = blocks Photinus pyralis firefly luciferase activity; P08659; purified firefly luciferase, luminescence, 8 min; Potency, µM (titrated, usually from 57.1 µM), for inactives: at the highest dose activity change, negative = inhibition, actives largely listed as inhibitors; actives 2.2% (n = 72,000); AID 411; note: potency is the fitted concentration of half-maximal effect; % is set by controls: 0 for no effect and ±100 for the full control effect; nearly all actives have a fitted effect of over 40% in size
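Compounds were tested as concentration series (qHTS) against purified P. pyralis luciferase with luciferin and 10 uM ATP in 50 mM imidazole pH 7.2, 50 mM KCl, 7 mM MgCl2, 0.01% Tween 20, 0.05% BSA. Luminescence was read after 8 min at ambient temperature.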
ERK AVP inh = inhibitors of vasopressin-stimulated ERK signaling pathway | actives 0.99% (n = 72,000) | AID 995 | HEK293-V1b, vasopressin-stimulated pERK AlphaScreen | Potency, µM (doses to about 57.5 µM), inactives show at the top dose activity, negative = inhibition, actives largely listed as inhibitors; note: potency is the fitted concentration of half-maximal effect; % is set by controls: 0 for no effect and ±100 for the full control effect; nearly all actives have a fitted effect of over 55% in size
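HEK293 cells stably expressing V1b receptor, seeded overnight in 1% FBS, were treated with compounds for 30 min at 37C, then stimulated 5 min with 25 nM vasopressin; phospho-ERK read by AlphaScreen SureFire after lysis.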
USP2a inhib = inhibitors of human ubiquitin-specific protease USP2a; USP2a enzymatic assay, qHTS inhibition; Potency, µM (titrated, usually from 38.3 µM), for inactives: at the top dose activity change, negative = inhibition, actives largely listed as inhibitors; AID 927; actives 0.1% (n = 60,000); O75604;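 note: potency is the fitted concentration of half-maximal effect; nearly all actives have a fitted effect of over 60% in size; plate controls were DMSO for no effect and NEM full inhibition control for full effect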
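USP2 core (20nM final) preincubated 30 min RT with compound, then Ub-PLA2 20nM and NBD C6-HPC 20uM final added; buffer 20mM Tris-HCl pH 8.0, 2mM CaCl2. Fluorescence Ex 460/Em 535 read at 0 and 2.5 h; normalized to NEM.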
Fluorescein fluor = compound fluoresces in the fluorescein spectral region | Compound autofluorescence, 480/540 nm, fluorescein-equivalent; active compounds read high | max fluorescein-equivalent concentration, M | actives 0.91% (n = 59,000) | AID 593; in the data active = max fluorescein-equivalent concentration above about 10 nM; inconclusive = between about 1.1 nM and that limit
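Normalized response (dye-equivalent concentration) derives from comparing each well's 540 nm emission, under 480 nm excitation, with plate-resident fluorescein standards. Compounds were held in 100 mM Tris, pH 8.0, for 15 min at room temperature.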
HADH2 inhib = inhibitors of human HADH2 dehydrogenase | Q99714 | recombinant HADH2, NADH fluorescence, beta-hydroxybutyryl-CoA | Potency, µM (top dose mostly 57.1 µM), for the others: top-dose activity change, negative = inhibition, most hits filed as inhibitors | actives 3.4% (n = 73,000); note: potency is the fitted concentration of half-maximal effect; % is set by controls: 0 for no effect and ±100 for the full control effect; nearly all actives have a fitted effect of over 60% in size; many of its hits are not listed in these tables
Target sequence (Q99714 whole entry, looked up, one chain of several): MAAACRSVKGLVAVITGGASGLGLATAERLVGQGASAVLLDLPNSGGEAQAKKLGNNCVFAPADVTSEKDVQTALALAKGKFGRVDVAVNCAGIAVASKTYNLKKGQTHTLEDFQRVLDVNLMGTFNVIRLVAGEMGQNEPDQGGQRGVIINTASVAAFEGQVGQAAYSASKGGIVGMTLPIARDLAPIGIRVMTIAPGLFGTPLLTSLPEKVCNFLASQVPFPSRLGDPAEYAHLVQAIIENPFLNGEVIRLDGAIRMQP
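Buffer 100 mM Tris-HCl pH 9.0/0.01% Tween-20; HADH2 20 nM; NAD+ 1 mM; beta-hydroxybutyryl-CoA 90 uM (all final). 15 min cpd preincubation, RT.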
Tau filament bind = tau filament binding. Potency, µM (doses to about 57.1 µM), without a hit: top-dose activity change, negative = inhibition. recombinant tau filaments, thioflavin S fluorescence, 15 h; filaments grown with octadecylsulfate alongside compound. actives 2% (n = 71,000). AID 596;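 note: potency is the fitted concentration of half-maximal effect; % is set by controls: 0 for no effect and ±100 for the full control effect; actives lower thioflavin S fluorescence by blocking filaments or displacing dye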
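Quantitative HTS: thioflavine S signal from ODS-induced tau filaments, excited at 450 nm, emission 510 nm. Conditions: 1 uM tau, 30 uM ODS, 15 h at 37 C, pH 7.4.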
Texas Red fluor = Texas Red region autofluorescence; Compound fluorescence, Texas Red channel, 547/618 nm; active compounds read high; max dye-equivalent concentration, M; actives 0.06% (n = 59,000); in the data active = max dye-equivalent concentration above about 10 nM; inconclusive = between about 1.1 nM and that limit
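Spectral interference profiling: each compound concentration's relative fluorescence, read with a 547 nm excitation and 618 nm emission filter pair, was normalized to a per-plate Texas Red standard curve.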
Rhodamine fluor = rhodamine region autofluorescence | Rhodamine-region fluorescence, 547/598 nm, Tris buffer; active compounds read high | max dye-equivalent concentration, M | actives 0.05% (n = 59,000); in the data active = max dye-equivalent concentration above about 11 nM; inconclusive = between about 1.1 nM and that limit
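A six-point rhodamine series on each plate calibrates the signal. Compounds sit in 100 mM Tris (pH 8.0) for 15 min at ambient temperature before imaging through 547 nm/598 nm filters.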
Numbers without * were called inactive; i = inactive; u = inconclusive; x = no result given; [ ] = remark or other dose. Unless noted, calls come from the whole dose curve; as a rule, active = well fitted curve in the direction sought with a large enough effect; inconclusive = small, poorly fitted or top-dose-only effect, or another doubt; inactive = no such curve, though single readings can be large; an effect the other way counts as inactive or inconclusive.

1: CCn1c(SCC(=O)NCCc2ccc(OC)c(OC)c2)nc2c1c(=O)n(C)c(=O)n2C
2: Brc1cc2c(cc1Cn1c(-c3cncs3)nc3ccccc31)OCO2
3: CCCCOC(=O)CCNc1n[nH]c(=O)[nH]c1=O
4: COc1ccccc1CCn1c(=O)c(-c2ccc(Cl)cc2)nc2cncnc21
5: CCn1c(CC(=O)Nc2cccc(OC)c2)nnc1SCC(=O)Nc1nccs1
6: CCOC(=O)c1sc2ncn(C(C)C(=O)OCC)c(=O)c2c1C (configuration not stated)
7: O=C(NCc1cccs1)c1noc2c1CCCC2
8: CCCCN(CCCC)C(=O)CN(C)S(=O)(=O)c1ccc2c(c1)n(C)c(=O)c(=O)n2C
9: CC(=O)OC[C@@H]1O[C@H](C/C=N\OC[C@@H](O)[C@H]2O[C@H]3OC(C)(C)O[C@H]3[C@@H]2O)C=C[C@@H]1OC(C)=O
10: COCc1c(C(=O)OCc2nc(N)nc(Nc3ccccc3C)n2)oc2ccccc12
assay / compound	1	2	3	4	5	6	7	8	9	10
HEK293 cAMP ctrl	7%	7.9µM*	-7%	u	14%	9%	u	8%	2%[11.4 µM]	10%
Casp1 inh	-1%	-3%	0%	-7%	1%	0%	-1%	-1%	-3%[11.5 µM]	-4%
Caspase-7 inhib	0%	-3%	-1%	-7%	-2%	1%[0.00368 µM]	-5%	0%	2%[11.5 µM]	-2%
Luciferase inh	2%	0%	0%	2%[11.4 µM]	-1%	-8%	-1%	-2%	-1%[11.4 µM]	-27%
ERK AVP inh	21%	5%	-15%	u	-7%	11%	9%	11%	18%[11.5 µM]	-19%
USP2a inhib	-5%	5%	-6%	45%[activator]	19%	-7%	7%	18%	x	15%
Fluorescein fluor	i	i	x	i	u	u	i	i	x	i
HADH2 inhib	-10%	10%	6%	-11%	2%	2%	-10%	-3%	-10%[11.4 µM]	2%
Tau filament bind	-12%	69%	7%	13µM*	5%	0%	1%	4%	x	0%
Texas Red fluor	i	i	x	u	u	u	i	i	x	i
Rhodamine fluor	i	i	x	i	i	i	i	i	x	i

11: CC(C(=O)NC1CCCC1)N(Cc1ccc2c(c1)OCO2)C(=O)c1snc(C(N)=O)c1N (configuration not stated)
12: O=C(COc1ccccc1F)NC1CC1
13: CO[C@H]1COC(=O)C/C=C\[C@H](C)COC(=O)[C@@H](C)NC(=O)C/C=C\[C@@H]1C
14: C=CCSc1nnc(-c2ccc(Cl)cc2Cl)o1
15: Cc1cc(O)c(-c2cc(O)c(C)cc2O)cc1O
16: Cn1cnc2cc(OC(=O)c3ccccc3)ccc21
17: COc1ccc(CCN(Cc2cc3cc4c(cc3[nH]c2=O)OCO4)C(C)=O)cc1OC
18: O=C(O)CSc1nnc(Cn2c(=O)sc3ccccc32)n1-c1cccc(Cl)c1
19: Cc1cc(C)n(CC(O)Cn2c3ccccc3c3ccccc32)c(=O)n1 (configuration not stated)
20: CCOC(=O)c1cnn(-c2ccccc2)c1NC(=O)c1ccccc1
assay / compound	11	12	13	14	15	16	17	18	19	20
HEK293 cAMP ctrl	13%	7%	-6%[11.4 µM]	11%[11.4 µM]	-3%[11.4 µM]	5%	10%	-8%	28%	-1%
Casp1 inh	-1%	2%	-8%[11.5 µM]	-1%	3%[11.5 µM]	0%	1%	1%	1%	0%
Caspase-7 inhib	0%	-2%	-1%[11.5 µM]	0%	0%[11.5 µM]	-1%	7%	1%	-7%	-1%
Luciferase inh	1%	2%	0%[11.4 µM]	7.9µM*	-4%[11.4 µM]	16µM*	3%	0%	2%	0%
ERK AVP inh	-21%	-6%	-1%[11.5 µM]	17%	-4%[11.5 µM]	-22%	2%	10%	5%	-2%
USP2a inhib	5%	-11%	x	1%[7.66 µM]	x	-4%	-10%	3%	x	3%
Fluorescein fluor	i	u	x	x	i	u	u	i	x	x
HADH2 inhib	-8%	2%	-1%[11.4 µM]	-9%[11.4 µM]	0.4µM*	-11%	30%	4%	-5%	3%
Tau filament bind	0%	8%	x	18%[11.4 µM]	0%[11.4 µM]	-3%	-3%	x	16%	20%
Texas Red fluor	i	u	x	x	i	i	i	i	x	x
Rhodamine fluor	i	i	x	x	i	i	i	i	x	x

21: O=C(CSc1nnc(-c2ccoc2)o1)N1CCOCC1
22: O=C(CNC(=O)c1ccccc1C(=O)O)c1ccccc1
23: O=C(CNS(=O)(=O)c1cccc2nonc12)NCc1ccc(F)cc1
24: CCCN[C@@H](C)C(=O)Nc1ccccc1C
25: COc1cc(CCC(=O)N2CCN(c3ccc(N4CCOCC4)nn3)CC2)cc(OC)c1OC
26: COC(=O)C1CCN(C(=O)c2sc3nc(-c4ccc(F)cc4)cn3c2C)CC1
27: CCOc1ccc(-n2cnnn2)cc1S(=O)(=O)NCCc1ccc(OC)c(OC)c1
28: Cc1nc2ccccc2c2oc(C(=O)NCCCN3CCC(C)CC3)cc12
29: COc1ccccc1-c1ccc2ncnc(NCCN3CCOCC3)c2c1
30: Cc1onc(-c2ccccc2)c1C(=O)Nc1nnc(N(C)Cc2ccccc2)s1
assay / compound	21	22	23	24	25	26	27	28	29	30
HEK293 cAMP ctrl	-4%	0%[11.4 µM]	-4%	8%[25.6 µM]	-5%	4%	7%	5%	21%	14%
Casp1 inh	-2%	1%	2%	-1%[25.7 µM]	u	2%	0%	-1%	-1%	-5%
Caspase-7 inhib	1%	0%	1%	-1%[25.7 µM]	u	3%	0%	-1%	-6%	-7%
Luciferase inh	-15%	-26%	0%	3%[25.5 µM]	0%	-2%	6%	-8%	-11%[2.29 µM]	2%
ERK AVP inh	-14%	-13%	13%	2%[25.7 µM]	-6%	14%	-7%	-1%	2%	25%
USP2a inhib	-5%	2%[7.66 µM]	-3%	-6%[17.1 µM]	x	10%	2%	x	59%[activator]	x
Fluorescein fluor	i	x	i	u	x	i	i	x	u	x
HADH2 inhib	8%	-6%[11.4 µM]	-5%	9%[25.6 µM]	u	8%	8%	3%	12%	-10%
Tau filament bind	6%	6%[11.4 µM]	2%	0%[25.6 µM]	-10%	1%	-3%	4%	-15%	8%
Texas Red fluor	i	x	u	i	x	i	i	x	i	x
Rhodamine fluor	i	x	i	i	x	i	i	x	i	x

Two compounds from above, limited to Fluorescein fluor:
nr	molecule	Fluorescein fluor
29	COc1ccccc1-c1ccc2ncnc(NCCN3CCOCC3)c2c1	u
23	O=C(CNS(=O)(=O)c1cccc2nonc12)NCc1ccc(F)cc1	i

An excerpt from above in order of molecular weight, falling:
25: COc1cc(CCC(=O)N2CCN(c3ccc(N4CCOCC4)nn3)CC2)cc(OC)c1OC
26: COC(=O)C1CCN(C(=O)c2sc3nc(-c4ccc(F)cc4)cn3c2C)CC1
23: O=C(CNS(=O)(=O)c1cccc2nonc12)NCc1ccc(F)cc1
assay / compound	25	26	23
HEK293 cAMP ctrl	-5%	4%	-4%
Casp1 inh	u	2%	2%
Caspase-7 inhib	u	3%	1%
Luciferase inh	0%	-2%	0%
ERK AVP inh	-6%	14%	13%
USP2a inhib	x	10%	-3%
Fluorescein fluor	x	i	i
HADH2 inhib	u	8%	-5%
Tau filament bind	-10%	1%	2%
Texas Red fluor	x	i	u
Rhodamine fluor	x	i	i

(more compounds)
31: CC(C)(C)c1ccc(O)c(CN(Cc2cc(C(C)(C)C)ccc2O)C2CCCCC2)c1
32: Cn1c(=O)n(C)c2cc(NS(=O)(=O)c3ccc4c(c3)CCCC4)ccc21
33: CC(C)(C)Nc1nc(OCC(F)(F)F)nc(OCC(F)(F)F)n1
34: COC(=O)C(C)Sc1nnc(-c2ccncc2)o1 (configuration not stated)
35: O=S(=O)(c1ccc(S(=O)(=O)N2CCN3CCCC3C2)cc1)N1CCCC1 (configuration not stated)
36: Cc1ccc(-c2nnc(CSc3nc4cc5c(cc4cc3C)OCO5)o2)cc1
37: O=C1N2CCSC2=NC1(Nc1nccs1)C(F)(F)F (configuration not stated)
assay / compound	31	32	33	34	35	36	37
HEK293 cAMP ctrl	22%[11.4 µM]	12%	13%	u	6%	u	3%
Casp1 inh	-1%[11.5 µM]	-2%	0%	-2%	1%	-1%	-2%
Caspase-7 inhib	1%[11.5 µM]	-1%	1%	0%	1%	1%	1%
Luciferase inh	5%[11.4 µM]	4%	-1%	0%	0%	2%	-1%
ERK AVP inh	17%[11.5 µM]	-7%	-10%	-8%	-8%	-1%	1%
USP2a inhib	x	18%	10%	-5%	24%	x	-2%
Fluorescein fluor	i	i	i	x	i	u	i
HADH2 inhib	13%[11.4 µM]	13%	-9%	1%	6%	10%	5%
Tau filament bind	-13%[11.4 µM]	-2%	3%	8%	5%	4%	-4%
Texas Red fluor	i	u	i	x	i	i	i
Rhodamine fluor	i	i	i	x	i	i	i

Some values from the list:
Value for no. 8 under Caspase-7 inhib: 0%
Value for no. 17 under Caspase-7 inhib: 7%

Only part of the results is shown; the hit share may differ from the screen's.
